Exocytosis inh: lytic granule exocytosis inhibition; TALL-104 LAMP-1 surface exposure, flow cytometry; cells stimulated with thapsigargin and PMA; AID 651702; actives 0.66% (n = 360,000); inhibition, % at 10 µM;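 active = inhibition above about 55%, limit read from the data; inconclusive = no clear call, values can overlap the other calls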
m5-HT2A agonist: mouse HTR2A agonism via beta-arrestin recruitment | CHO-K1 mHTR2A beta-arrestin complementation, luminescence; percent of 30 µM serotonin response | activation, % at 7.6 µM | actives 0.66% (n = 360,000) | AID 624169;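 active = activation above a run cutoff, the mean activation of all tested compounds plus 3 SD, cut at about 14% in these data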;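 also: 0% = plate median of compound wells and 100% = 30 µM serotonin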
Target sequence (P35363 whole entry, looked up): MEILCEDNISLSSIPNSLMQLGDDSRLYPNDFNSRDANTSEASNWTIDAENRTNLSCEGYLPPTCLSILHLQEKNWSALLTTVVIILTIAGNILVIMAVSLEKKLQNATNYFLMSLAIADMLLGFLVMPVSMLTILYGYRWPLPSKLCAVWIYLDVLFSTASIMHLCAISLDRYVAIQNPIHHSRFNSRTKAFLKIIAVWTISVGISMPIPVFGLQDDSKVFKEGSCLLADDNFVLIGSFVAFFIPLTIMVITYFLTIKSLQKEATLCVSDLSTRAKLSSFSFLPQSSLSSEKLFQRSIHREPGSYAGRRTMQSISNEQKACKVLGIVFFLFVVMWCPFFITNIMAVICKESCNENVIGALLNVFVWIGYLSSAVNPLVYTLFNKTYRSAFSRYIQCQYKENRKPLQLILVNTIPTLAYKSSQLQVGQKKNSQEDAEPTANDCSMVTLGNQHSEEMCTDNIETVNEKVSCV
N-glyco inh: N-linked glycosylation inhibition; D54 ERlucT glycosylation luciferase reporter, 24 h; percent of 100 nM tunicamycin response; reporter increase, % at 12.5 µM; actives 0.23% (n = 360,000); AID 588692;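 active = mean luciferase reporter signal, scaled so untreated is 0 and the glycosylation-blocking control 100, at or above a set limit in every replicate; inconclusive = mean reaches the limit but not every replicate does; inactive = mean below the limit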;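 also: luciferase carries N-glycosylation sites so blocking glycosylation raises the light; 0% = median of neutral control wells and 100% = median of 100 nM tunicamycin wells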
H9c2 protect: modulators protecting cardiomyocytes from myocardial damage | H9c2 cardiomyocytes, H2O2 injury protection, ATPLite, 2 h | protection from H2O2 cell death, % at 20 µM | actives 0.63% (n = 360,000);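 active = compounds giving at least 50% protection of heart cells from peroxide-induced death in the single-dose screen, raw or plate-pattern-corrected value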;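 also: 0% = DMSO wells with peroxide and 100% = DMSO wells without peroxide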
aDG glyco up: alpha-DG glycosylation activation; Pro5-aDG cells, alpha-DG glycosylation AlphaScreen (IIH6); 0% Pro5, 100% B10-LARGE cell signal; activation, % at 10 µM; actives 0.22% (n = 360,000);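 active = activation of at least 8% versus controls, or a plate z-score of at least 8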;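 also: Pro5 are CHO cells carrying HIG-tagged alpha-DG that lacks glycosylation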
ABCB6 inh 2: inhibitors of human ABC transporter ABCB6 | fluorescence ratio to DMSO, % at 10 µM | AID 602162 | K562-ABCB6 porphyrin accumulation, flow cytometry, 1 h; stronger effect = lower value | actives 0.19% (n = 360,000);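 active = fluorescence ratio to DMSO below 75%, the collection mean minus 3 SD; inconclusive = too few cells collected in the well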;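 also: signal is porphyrin accumulated inside mitochondria; 100% equals median channel fluorescence of DMSO control wells; lower ratio means ABCB6 inhibition with less porphyrin fluorescence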
MC4R barr agon: human MC4R agonism via beta-arrestin. actives 0.98% (n = 360,000). U2OS MC4R beta-arrestin complementation, luminescence; percent of melanotan II response, DMSO zero. P32245. activation, % at 8.9 µM;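 active = activation above a per-plate cutoff, the mean activation of sample wells on that plate plus 3 SD, cut at about 8% in these data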
Target sequence (P32245 whole entry, looked up): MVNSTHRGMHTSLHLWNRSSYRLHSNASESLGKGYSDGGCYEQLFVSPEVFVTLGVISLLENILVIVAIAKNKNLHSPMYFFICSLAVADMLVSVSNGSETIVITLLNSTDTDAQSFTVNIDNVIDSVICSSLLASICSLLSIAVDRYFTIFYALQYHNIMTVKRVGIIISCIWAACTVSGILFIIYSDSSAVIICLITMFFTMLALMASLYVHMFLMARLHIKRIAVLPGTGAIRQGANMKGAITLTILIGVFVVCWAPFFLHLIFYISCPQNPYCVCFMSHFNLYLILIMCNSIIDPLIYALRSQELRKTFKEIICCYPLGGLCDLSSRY
iPSC survival up: hiPSC single-cell survival enhancement; ATPlite luminescence; 100% = ROCK inhibitor wells, 0% = DMSO; survival enhancement, % at 20 µM; AID 602274; actives 0.044% (n = 360,000); in the data active = survival enhancement above about 18%;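 also: cells exposed to compounds for 16 hours before the ATP read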
MC4R antag cAMP: blocks human MC4R cAMP signaling. P32245. MC4R-expressing cells, MTII-stimulated cAMP, LANCE TR-FRET. inhibition, % at 6.5 µM. actives 0.48% (n = 360,000). AID 540295;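 active = inhibition above its plate's cutoff, the mean of tested wells on that plate plus 3 SD, cut at about 29% in these data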;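 also: 0% = Melanotan II alone and 100% = Melanotan II plus saturating MCL0020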
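Assay system: U2OS-MC4R stable cell line; Also added: Melanotan II; Technique: Eu-cAMP/anti-cAMP TR-FRET, emission 671 nm; Times: 30-min compound, 1-h challenge, 1-h detection, room temperature.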
ABHD5 PLIN5 PPI: ABHD5-PLIN5 protein interaction inhibition; actives 0.78% (n = 360,000); inhibition, % at 4 µM; Split G. princeps luciferase complementation, luminescence, 4 h; Q00G26+Q8WTS1;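 active = inhibition above the mean inhibition across every tested compound plus 3 SD, cut at about 22% in these data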;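 also: 0% = DMSO only wells and the 100% control is not disclosed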
The depositor's hits bear a star; u = inconclusive; x = not tested or not shown; & = joins results of further samples.

SMILES | Exocytosis inh | m5-HT2A agonist | N-glyco inh | H9c2 protect | aDG glyco up | ABCB6 inh 2 | MC4R barr agon | iPSC survival up | MC4R antag cAMP | ABHD5 PLIN5 PPI
CCOC(=O)[C@]12CCCC=C1N(CCC1=CCCCC1)C(=O)[C@H](CC(=O)NCCCN1CCCC1=O)C2 | -6 | 0 | x | x | -0.2 | x | x | x | x | 4
Cc1ccc(C(=O)COC(=O)CCCC(=O)NC2CCCCC2)cc1[N+](=O)[O-] | -2 | 4 | 0 | 2 | 0.0 | 100 | -0.6 | 0.1 | 10 | 0
CCNC(=S)NCc1ccc2[nH]c(C)cc2c1 | 1 | -3 | 1 | -11 | -0.4 | 103 | 1.6 | -1.6 | 13 | -3
Cn1cccc1Cc1nnc(SCC(=O)Nc2ccc(F)cc2)n1-c1ccc(F)cc1 | -3 | 0 | 1 | -5 | 0.0 | 105 | -0.6 | -2.7 | 5 | 1
O=C(/C=C/c1ccc(F)cc1)NCCCn1ccnc1 | 2 | -3 | -1 | -3 | 0.0 | 97 | -2.2 | -0.7 | -2 | -5
COc1ccc(CCNC(=O)C(=O)NCC2CCCO2)cc1 (stereo not drawn) | -1 | -1 | 1 | 9 | -0.1 | 101 | -2.2 | 2.7 | -3 | -5
COc1ccc(Cc2nc3ccc(C(=O)N4CCCC4)cc3o2)cc1 | 4 | 6 | -3 | -2 | 4.4 | 94 | -3.4 | 0.8 | 3 | 2
COc1ccc(NC(=O)COC(=O)c2cc3c(s2)CCC3)cc1 | 2 | -1 | 2 | -11 | 9.7* | 93 | 7.5 | -2.7 | 11 | -6
CC(CCc1ccccc1)NC(=O)CN1CCN(c2ccccc2)CC1 (stereo not drawn) | 1 | -2 | 1 | -3 | -0.4 | 91 | -1.2 | -0.7 | 4 | 1
CNc1oc(-c2ccc(OCc3ccccc3)cc2)nc1C#N | 4 | 3 | -3 | -12 | 1.3 | 115 | 0.1 | 0.7 | 13 | -2
CC1=C(C(=O)O)N2C(=O)C(NC(=O)c3c(F)cccc3F)C2SC1 (stereo not drawn) | -5 | 3 | -1 | 4 | -0.4 | 97 | -0.8 | -0.4 | 3 | 2
O=C(Nc1cccc(S(=O)(=O)C(F)F)c1)c1ccc(S(=O)(=O)N2CCCCC2)cc1 | 2 | -1 | -5 | -4 | 0.3 | 99 | 0.4 | -1.1 | -3 | 6
Cc1csc(CNC(=O)CC2C(=O)NCCN2Cc2ccc(F)cc2Cl)n1 (stereo not drawn) | -2 | -2 | 0 | 4 | 0.1 | 96 | -4.6 | 0.0 | 7 | -3
Brc1c(CSc2nncc3ccccc23)nc2ccccn12 | 1 | 4 | -4 | 28 | 0.3 | 94 | -1.7 | 0.0 | 0 | -5
Cn1c2ccc(Cl)cc2c2nc3ccccc3nc21 | 9 | 6 | 13 | 8 | 0.1 | 99 | 0.5 | -3.2 | -5 | 6
N#C/C(=C\c1ccc([N+](=O)[O-])o1)C(=O)Nc1ccc(F)cc1 | 86* | 5 | u | -20 | -0.2 | 147 | 12* | 2.1 | 13 | 15
CNC(=O)C1(C)CCN1C(=O)c1ccccc1CCc1ccccc1 (stereo not drawn) | -3 | -8 | 2 | -2 | 0.0 | 100 | -1.5 | 4.7 | 17 | 1
COc1ccccc1NS(=O)(=O)c1cccc(C(=O)N/N=C/c2ccccc2OCC(=O)O)c1 | 9 | 0 | -1 | 11 | 0.1 | 107 | -1.8 | -0.2 | 14 | 1
CCc1nc(-c2ccc(-c3ccc(OC)cc3)nc2OC)no1 | 0 | 0 | -1 | 5 | 0.6 | 99 | -0.7 | 4.5 | 0 | 4
COc1cc(/C=N/NC(=Nc2ccc(C)cc2)c2nc3ccccc3s2)ccc1O | 2 | -1 | -21 | -14 | 0.0 | 93 | 1.0 | -3.6 | 28 | -4
O=C1c2cccc3c([N+](=O)[O-])ccc(c23)C(=O)N1O | 7 | 3 | 23 | 17 | -0.2 | 153 | -0.8 | -0.3 | 4 | -5
CC(NC(=O)c1ccccc1)c1ccc(F)cc1 (stereo not drawn) | 1 | -3 | 1 | -4 | 0.0 | 97 | -0.6 | 5.2 | 13 | 0
CC(=O)N1CCN(S(=O)(=O)c2cccc(C(=O)N(Cc3ccccc3)c3cccc(C)c3)c2)CC1 | 2 | -7 | -1 | 1 | -0.1 | 95 | -1.6 | -0.4 | 7 | -2
O=C(/C=C/c1ccc(F)cc1)Nc1ccc(S(=O)(=O)N2CCOCC2)cc1 | -7 | 9 | -2 | 1 | -0.1 | 93 | -1.2 | -0.3 | 4 | -2
COCCOC(=O)c1c(C)nc(SCC(=O)Nc2cccc3ccccc23)c(C#N)c1-c1ccco1 | 2 | -1 | 0 | 13 | 0.0 | 95 | -2.8 | 2.6 | 15 | 0

Following part:
SMILES | Exocytosis inh | m5-HT2A agonist | N-glyco inh | H9c2 protect | aDG glyco up | ABCB6 inh 2 | MC4R barr agon | iPSC survival up | MC4R antag cAMP | ABHD5 PLIN5 PPI
O=C(NNCC(O)COc1ccccc1)c1ccccc1 (stereo not drawn) | 6 | -1 | -1 | 2 | 0.0 | 97 | 5.7 | -0.7 | 2 | 5
Cc1ccc2c(c1)C1CN(C)CCC1N2C(=O)Nc1ccc(Cl)cc1 (stereo not drawn) | 1 | -4 | 1 | 1 | 0.0 | 104 | 3.4 | 1.3 | 5 | 14
O=C1NC(=S)N/C1=C\c1ccccc1OCc1ccc(C(=O)O)cc1 | -1 | -7 | -1 | -1 | 0.1 | 101 | 0.3 | -0.5 | 9 | 4
COc1ccc(C2=NOC(C(=O)O)C2)cc1 (stereo not drawn) | 2 | 12 | 1 | 12 | -0.1 | 96 | 0.3 | -1.0 | 15 | -1
O=C(c1ccccc1)c1ccccc1C(=O)N1CCN(C(=O)c2ccccc2)CC1 | -2 | 1 | -2 | 6 | 0.2 | 99 | -1.4 | -0.9 | 12 | -1
CCOc1ccc(Nc2nc(NCC3CCCO3)c3ccccc3n2)cc1 (stereo not drawn) | 11 | -6 | -8 | -21 | -0.6 | 99 | 2.8 | -1.2 | 8 | 3
Cc1cc(C)nc(Nc2ccc(C)c([N+](=O)[O-])c2)n1 | -8 | -4 | 0 | -9 | 0.2 | 100 | -0.3 | -0.1 | 14 | -4
CN(Cc1ccc2c(c1)CCCN2C)C(=O)[C@H]1O[C@@H](n2cnc3c(N)ncnc32)[C@H](O)[C@@H]1O | 0 | 8 | 0 | 5 | -0.2 | 98 | x | 2.9 | x | -4
CCN(CC(=O)Nc1c(F)cccc1F)C(=O)c1cn2ccccc2n1 | 7 | 1 | 1 | 21 | 0.1 | 99 | -4.8 | 2.5 | 0 | -4
COc1cc(C2CC(=O)Oc3c(C(CCN4CCCC(C)C4)c4ccc(N(C)C)cc4)c(OC)cc(OC)c32)cc(OC)c1OC (stereo not drawn) | -5 | 3 | -2 | -2 | 0.0 | 93 | -0.5 | -6.1 | 5 | 0
Cc1nc(SCC(=O)N2CCc3ccccc3C2)c2c(C)c(C)sc2n1 | -1 | -1 | -1 | -9 | 0.1 | 94 | -2.9 | -1.3 | -4 | 7
Cc1cccc(-c2nc(CS(=O)CC(=O)NCCCSC3CCCCC3)c(C)o2)c1 (stereo not drawn) | 2 | 1 | 1 | -5 | 0.1 | 92 | 3.1 | 0.4 | 3 | 4
CCOC(=O)c1cc(C)sc1NC(=O)CSc1nccn1C | 1 | 0 | 0 | 8 | 0.1 | 88 | -4.0 | -0.5 | 3 | -5
COC(Cc1n[nH]c(=S)n1-c1ccccc1)OC | -5 | -2 | 4 | 6 | -0.1 | 82 | 3.1 | -3.1 | -1 | 9
N=C1CCCN1CC(=O)c1cccs1 | -1 | 1 | 1 | 0 | -0.3 | 95 | -1.4 | -0.7 | -1 | -1
CC(C)CN1C(=O)C(=O)N(CC(=O)Nc2cccc(Cl)c2Cl)C1=O | 1 | 8 | 0 | 0 | -0.1 | 96 | -1.2 | -0.3 | 1 | -11
CC(=O)Nc1cccc(NC(=O)c2ccccc2OCc2ccccc2)c1 | 2 | -4 | 23 | 9 | 0.1 | 89 | 1.5 | 0.2 | -2 | 2
Cc1csc(=Nc2c(C)n(C)n(-c3ccccc3)c2=O)n1Cc1ccccc1 | 3&0 | 5&2 | -3&-5 | 0&4 | 0.0&0.4 | 100&106 | 2.8&1.2 | 2.7&1.3 | 19&1 | -4&-3
CS(=O)(=O)c1ccc(NC(=O)CCN2C(=O)NC3(CCCC3)C2=O)cc1 | 3 | 0 | 2 | 2 | 0.0 | 94 | -0.5 | -0.4 | -3 | 9
COCCN(C(=O)CSc1nnc(-c2ccccc2F)n1N)c1c(N)n(Cc2ccccc2)c(=O)[nH]c1=O | -7 | -3 | 3 | 0 | 0.0 | 107 | 1.1 | 0.1 | -4 | 12
Cc1cc(C)c2c(CC(=O)NC(C)C)coc2c1 | -2 | 0 | 1 | 6 | -0.1 | 99 | -1.1 | -0.7 | 14 | -5
Cc1cc(C(=O)C(C)OC(=O)C2=NNC(=O)CC2)c(C)n1-c1ccc(OC(F)F)cc1 (stereo not drawn) | -1 | -6 | -2 | -9 | -0.1 | 93 | -2.6 | -1.9 | 0 | -5
COc1ccc(-c2csc(N3CCC(c4ccccc4)C3)n2)cc1 (stereo not drawn) | 2 | 2 | x | -14 | 0.0 | 106 | -0.8 | -3.3 | -6 | 0
O=C(CN(C1CCCCC1)S(=O)(=O)c1ccc(F)cc1)NCCCO | -7 | 0 | 0 | -3 | -0.1 | 100 | -1.9 | -1.2 | 4 | -2
CCc1nc2ccc(C(=O)NCCc3c[nH]c4ccccc34)cn2c1N(C)CCCc1ccccc1 | 39 | -11 | 6 | 6 | 0.3 | 96 | -0.2 | 3.6 | 15 | 0
Cc1ccc2c(c1)cc(CN(CCc1ccccc1)C(=O)N1CCOCC1)c1nnnn12 | -2 | -3 | 12 | 8 | -0.5 | 101 | -2.0 | 4.1 | 1 | 7
CCOC(=O)NC(=S)Nc1ccc(C(C)(C)C)cc1 | -27 | -3 | -1 | 0 | -0.2 | 97 | 1.4 | 0.4 | 6 | -6
Cn1c(=O)c(=O)n(C)c2cc(N3CCOCC3)c(NS(=O)(=O)c3ccc(Br)cc3)cc21 | -1 | 3 | 0 | 8 | 0.0 | 98 | -2.3 | 0.2 | 11 | 8
O=S(=O)(NCc1nc2ccccc2[nH]1)c1ccccc1 | 17 | 0 | 3 | -2 | 0.0 | 102 | -3.9 | -0.6 | 2 | -1
Cc1cc(C(=O)COC(=O)c2n[nH]c3ccccc23)c(C)n1CC1CCCO1 (stereo not drawn) | 0 | 1 | -17 | -25 | -0.1 | 95 | 0.8 | -6.2 | -4 | 2

Results in Exocytosis inh, for three of the compounds above:
mol	Exocytosis inh
O=C(c1ccccc1)c1ccccc1C(=O)N1CCN(C(=O)c2ccccc2)CC1	-2
CCOc1ccc(Nc2nc(NCC3CCCO3)c3ccccc3n2)cc1 (stereo not drawn)	11
Cc1cc(C)nc(Nc2ccc(C)c([N+](=O)[O-])c2)n1	-8

Source: PubChem (several laboratories)
